Compound activity deposited in PubChem BioAssay by several laboratories.
GPR55 activation – selective activators of receptor GPR55 – imaging, U2OS cells, beta-arrestin-GFP redistribution, primary screen (AID 1961) | U2OS GPR55 beta-arrestin-GFP redistribution imaging; higher % means a stronger effect | activation, % at 10 µM; hits with a dose series show EC50 in µM | 290,000 compounds, 0.048% hits;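 active = activation above 40% with more than 50 cells counted in the well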;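 note: U2OS osteosarcoma cells stably expressing GPR55 and beta-arrestin-GFP; plate controls were DMSO negative control for no effect and LPI positive control for full effect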
KOR beta-arrestin-1 – KOR agonists, beta-arrestin recruitment, primary screen, cell-based, luminescence, uHTS (AID 1777); KOR beta-arrestin recruitment, luminescence; higher % means a stronger effect; activation, % at 10 µM; hits with a dose series show EC50 in µM; 280,000 compounds, 0.02% hits; in the data active = activation above about 50%, passing the limit was not always enough; note: a part of the inactive calls stands beside numbers as strong as those of hits
NOD1 inhibition – NOD1 signaling inhibitors, primary screen, cell-based, luminescence, uHTS (AID 1578). 290,000 compounds, 1% hits. NOD1-driven NF-kB luciferase reporter cells, luminescence; higher % means a stronger effect. inhibition, % at 4 µM, or EC50 in µM where a hit was titrated; in the data active = inhibition mostly above about 36%, no sharp cut-off; inactive = mostly below about 34%;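 note: HEK-293T reporter cells stimulated with the NOD1 agonist gamma-tri-DAP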
Dynein cargo inh – dynein cargo transport inhibition. 3617.4 mouse cells, GR-EGFP nuclear translocation imaging; test concentration mostly 20 µM; stimulated with dexamethasone, 1 µM; hits give low values. z-score, hits read low. 220,000 compounds, 0.47% hits. AID 1381;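 active = plate z-score of nuclear minus cytoplasmic receptor signal below a set negative limit, without overly bright fluorescence or cell loss, cut at about -3.5 in these data, passing the limit was not always enough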;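 note: z-score of nuclear minus cytoplasmic ring GR-EGFP intensity difference per well; some compounds called inactive have numbers as strong as hits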
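Also added: dexamethasone, 1.0 µM final. Medium: tet-free, stripped-serum medium. Detection: fixed, Hoechst-stained cells imaged at 10x for EGFP. Read-out: nuclear-to-cytoplasmic GR-EGFP distribution per well. Times: induction 48 h, compound 1 h, agonist 30 min.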
NOD2 inhibition – inhibition of NOD2-driven NF-kB reporter – cell-based, luminescence, uHTS, HEK293 (AID 1566); HEK293 NOD2/NF-kB luciferase reporter, luminescence; higher % means a stronger effect; one-dose inhibition, % at 4 µM; EC50 in µM for titrated hits; 290,000 compounds, 0.63% hits; note: many of its hits are not listed in these tables
AID2073 – disruptors of CaV2.2 binding to Mint1 – biochemical, HTRF (AID 2073). HTRF protein-protein interaction, Mint1-CaV2.2; higher % means a stronger effect. inhibition, % at 20 µM; hits with a dose series show IC50 in µM. 290,000 compounds, 0.19% hits; in the data active = inhibition mostly above about 51%, no sharp cut-off; note: some results filed as inactive read as strong as hits
M17LAP inhibition – P. falciparum M17LAP inhibitors, primary screen, biochemical, fluorogenic H-Leu-NHMec substrate, 1536-well (AID 1619) | recombinant M17LAP, H-Leu-NHMec fluorogenic kinetic assay; higher % means a stronger effect | one-dose inhibition, % at 30 µM; IC50 in µM for titrated hits | 220,000 compounds, 0.38% hits;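 active = compound inhibiting the enzyme by more than half at any dose during confirmatory dose-response retesting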;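 note: plate controls were full reaction with DMSO carrier for no effect and no enzyme background for full effect; strong numbers were not always called active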
KOR beta-arrestin-2 – kappa opioid receptor blockers – cell-based, luminescence, uHTS (AID 1778) | KOR beta-arrestin recruitment, luminescence, antagonist mode; higher % means a stronger effect | inhibition, % at 10 µM, or IC50 in µM where a hit was titrated | 290,000 compounds, 0.091% hits; note: strong numbers were not always called active
P. falciparum M1AAP – malaria alanyl aminopeptidase activity blockers – biochemical, fluorogenic H-Leu-NHMec substrate, 1536-well (AID 1445); recombinant M1AAP, H-Leu-NHMec fluorogenic kinetic assay; higher % means a stronger effect; inhibition, % at 30 µM; hits with a dose series show IC50 in µM; 220,000 compounds, 0.42% hits;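 active = primary inhibition above the hit cutoff, then over 50% inhibition at one or more dose response concentrations, cut at about 23% in these data, passing the limit was not always enough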;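 note: plate controls were DMSO full reaction for no effect and no enzyme background for full effect; strong numbers were not always called active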
Dynein cargo inh cytoplasmic EGFP – also measured in Dynein cargo inh; calls as there; z-score; measured here: cytoplasmic GR-EGFP intensity; hits give high values
Dynein cargo inh nuclear GR-EGFP – further read-out of Dynein cargo inh, marked with its call; z-score; measured here: nuclear GR-EGFP intensity;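 lower value marks the stronger effect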
Dynein cargo inh cell count – further read-out of Dynein cargo inh, marked with its call; z-score; measured here: cell count per field
An asterisk follows results filed as active; . = no result given; [ ] = remark or other dose. Cut-off read from the data, not from the text of the source, unless noted: active = inhibition above about 50%; inactive = the rest.

compound,GPR55 activation,KOR beta-arrestin-1,NOD1 inhibition,Dynein cargo inh,Dynein cargo inh cytoplasmic EGFP,Dynein cargo inh nuclear GR-EGFP,Dynein cargo inh cell count,NOD2 inhibition,AID2073,M17LAP inhibition,KOR beta-arrestin-2,P. falciparum M1AAP
CC(=O)N(C)c1ccc(NC(=O)c2ccc([N+](=O)[O-])cc2Cl)cc1,0.6%,9.5%,-5.5%,0.287,-0.269,-0.101,-0.189,12.6%,-1.1%,20.2%,3.5%,-2.4%
CCOC(=O)N1CCN(CC(=O)Nc2ccc(F)cc2F)CC1,-0.3%,2.5%,-40.2%,0.706,-0.302,0.52,-0.176,12.2%,-4.5%,-4.1%,-23.1%,-1.7%
Cc1ccc(/C=N/NC(=O)Cn2nc(C)c(Br)c2C)o1,-0.1%,-7.1%,-1.2%,-0.406,0.0305,-0.128,0.208,-1.5%,2.9%,3.3%,14.5%,9.8%
COc1ccc(CNc2cc([N+](=O)[O-])ccc2OC)cc1,0.9%,4.9%,-1.6%,0.0833,-0.21,-0.219,0.0521,-4.2%,9.6%,-4.5%,1.9%,7.9%
O=C(O)c1coc2ccccc12,-0.2%,-7.6%,8.9%,-0.531,-0.172,-0.238,0.692,8.6%,-0.3%,-1.1%,-20.8%,12.1%
COc1ccc(NC(=O)c2oc3ccccc3c2C)c(OC)c1,-0.1%,-2.0%,.,-0.256,-0.163,0.172,-0.929,14.3%,0.1%,4.0%,32.4%,-1.9%
O=C1NC2(CCCCC2)N(C(=O)c2ccccc2)C2=C1CCCC2,0.0%,-0.7%,-12.6%,-0.268,-0.361,-0.588,-0.257,-3.4%,9.7%,14.6%,-26.8%,4.0%
CCOC(=O)N1CCN(C(=O)c2cc(COc3cccc(C(F)(F)F)c3)on2)CC1,-0.1%,-0.1%,-71.9%,.,.,.,.,-36.4%,4.8%,.,-10.9%,.
O=C(c1ccncc1)N(c1ccc2oc3c(c2c1)CCCC3)S(=O)(=O)c1cccc([N+](=O)[O-])c1,-0.3%,3.7%,-19.9%,-0.525,-0.275,-0.525,0.775,-11.3%,-1.8%,-8.0%,-8.6%,4.4%
COc1ccc(/C=C(/NC(=O)c2ccco2)C(=O)N2CCCCCC2)cc1OC,0.3%,0.9%,-18.8%,.,.,.,.,1.4%,3.5%,.,12.6%,.
Cn1nc(C(F)(F)F)cc1-c1ccc(S(N)(=O)=O)s1,0.0%,-1.3%,-8.6%,1.87,-0.0806,0.794,-2.45,-18.2%,5.9%,-1.5%,-15.2%,3.8%
CCOC(=O)c1cnc2ccc(C)cc2c1Sc1ccccc1C(=O)OC,-0.2%,-0.7%,.,-2.54,0.0113,-0.71,1.03,13.3%,0.3%,10.4%,2.5%,14.2%
CCCOc1ccc(/C=C/C(=O)NC2CCCCC2)cc1,-0.1%,2.5%,-43.1%,.,.,.,.,-12.8%,8.1%,.,-18.1%,.
O=C1CN(C(=O)CSc2nnc(Nc3ccccc3)s2)c2ccccc2N1,0.1%,1.3%,-21.7%,0.613,-0.0926,-0.088,-0.104,7.6%,-6.5%,24.5%,25.4%,-2.2%
CSc1nc(C)[nH]c(=O)c1C#N,0.2%,-0.2%,-7.4%,0.303,-0.26,0.122,0.201,5.5%,5.4%,10.8%,-3.0%,9.2%
CCCCCCn1c(NCC)nc2c1c(=O)n(C)c(=O)n2C,0.2%,-7.0%,36.2%,1.43,0.48,1.3,-2.33,30.0%,-4.1%,-10.7%,-18.3%,-1.2%
Cc1nc2ccccc2c(=O)n1NC(=O)COc1ccccc1,-0.1%,-3.4%,-9.4%,-0.804,-0.238,0.255,0.544,4.0%,1.4%,5.5%,18.3%,4.6%
Cn1ccnc1Sc1ccc(C(N)=O)cc1[N+](=O)[O-],-0.2%,-1.7%,-21.8%,-0.454,0.492,0.208,0.248,1.3%,2.3%,0.7%,23.1%,3.2%
OC(CNCC1CCCCC1)COc1ccccc1 (centres undefined),-0.3%,-1.1%,-8.2%,.,.,.,.,5.7%,9.4%,.,-28.0%,.
CCN(Cc1ccncc1)C(=O)c1cc(COc2c(F)cccc2F)on1,-0.2%,4.2%,-17.4%,.,.,.,.,-2.4%,22.0%,.,-31.6%,.
CC1(C)Cc2nc3sc4c(SCC(=O)NCc5ccco5)ncnc4c3cc2CO1,0.0%,-3.4%,-27.0%,-1.25,-0.214,-0.543,-0.784,-80.4%,19.4%,38.0%,-5.4%,-5.4%
CC(NC(=O)NC1CCCCC1)C(c1cccs1)N1CCN(Cc2ccccc2)CC1 (centres undefined),-0.3%,-3.8%,-6.4%,-0.444,-0.181,-0.0486,0.299,0.3%,-4.8%,-2.8%,18.0%,4.7%
COc1cc(NC(=O)c2c(F)cccc2F)c(Cl)cc1Cl,-0.3%,-2.8%,-31.4%,-1.02,-0.266,-0.135,0.149,11.1%,4.9%,-0.5%,18.7%,14.1%
CCC(=O)N(Cc1cc2ccccc2[nH]c1=O)c1ccc(OC)cc1,-0.1%,-4.8%,13.1%,-0.247,-0.314,0.388,-0.38,-3.9%,9.3%,50.2%,-15.7%,2.8%
O=C(NCC(=O)N(CCN1CCOCC1)C(C(=O)NC1CCCC1)c1ccccc1)c1cccs1 (centres undefined),0.0%,2.2%,-19.7%,0.949,-0.098,1.18,-1.53,3.2%,-1.8%,10.2%,-14.2%[20 µM],2.6%
CCN(Cc1ccccc1)C(=O)CCS(=O)(=O)c1ccc2c(c1)NC(=O)CO2,-0.2%,-2.8%,-17.8%,.,.,.,.,16.9%,-3.2%,.,-56.0%,.
Cc1cccc(OCc2nnc(SCC(=O)Nc3cccc(C(=O)N4CCOCC4)c3)o2)c1C,-0.1%,-3.2%,-5.6%,-0.948,-0.307,-0.46,0.34,9.8%,-11.1%,-2.2%,2.1%,11.8%
O=C(OCc1cn(-c2ccc(Cl)cc2)nn1)c1ccccc1,0.0%,4.2%,-27.4%,-0.0291,0.349,-0.104,-0.45,2.5%,25.0%,0.0%,6.9%,9.9%
CCN(C(=O)COC(=O)CCc1ccccc1)c1ccccc1,-0.2%,0.7%,-11.9%,.,.,.,.,-7.0%,9.4%,.,-54.0%,.
NC(=O)c1nsc(C(=O)N(c2ccc3c(c2)OCO3)C(C(=O)NCC2CCCO2)c2ccc(F)cc2)c1N (centres undefined),-0.2%,2.8%,-22.8%,.,.,.,.,-4.6%,0.8%,.,-38.7%,.
CCOC(=O)C(C)(C)NS(=O)(=O)c1ccc(Cl)c([N+](=O)[O-])c1,0.2%,-1.1%,-1.9%,-0.257,-0.174,-0.358,0.212,3.4%,11.5%,-5.0%,-16.3%,9.7%
CCC(=O)Nc1c2c(nn1-c1cccc(Cl)c1)CSC2,-0.2%,-0.1%,-13.5%,-0.135,-0.305,0.612,0.375,6.1%,0.7%,2.0%,33.2%,0.5%
CCOC(=O)c1cc(/C(C)=N/OC(=O)c2ccc(Cl)cc2)on1,1.0%,5.1%,-10.3%,0.261,-0.278,0.0997,0.614,-11.8%,1.0%,-1.1%,-38.5%,2.5%
COc1ccc(-c2csc(Nc3ncccc3C)n2)cc1OC,0.2%,-0.9%,-24.8%,-0.333,0.0935,0.059,0.848,-40.2%,-6.5%,9.3%,-11.3%,-1.6%
CN(C)CCN(C(=O)c1ccc(N2C(=O)CCC2=O)cc1)c1nc2cc3c(cc2s1)OCO3,0.2%,-4.5%,-20.4%,0.172,-0.219,0.0857,0.354,1.4%,7.2%,5.7%,-5.2%,10.9%
N=c1c(C(=O)NC2CCCC2)cc2c(=O)n3ccccc3nc2n1Cc1ccccc1,0.7%,3.7%,-1.1%,.,.,.,.,1.5%,25.9%,.,-17.9%,.
COc1ccc(CCNC(=O)c2nnn(CC(=O)Nc3c(C)cc(C)cc3C)c2N)cc1OC,-0.1%,-4.0%,10.4%,.,.,.,.,6.8%,2.8%,.,-12.8%,.
COc1ccc(C(=O)N/N=C2\SCC(=O)N2Cc2ccc3c(c2)OCO3)c(OC)c1,0.6%,-0.3%,-11.4%,0.426,-0.214,0.466,-0.676,20.2%,6.9%,3.2%,-71.2%,4.1%
O=C(c1n[nH]c(=O)c2ccccc12)N1CCN(c2ccccc2Cl)CC1,0.1%,-5.1%,-3.0%,-0.597,-0.188,-0.182,0.382,-9.2%,-7.7%,12.0%,-12.7%,-1.5%
CCCn1c(SCC(=O)NC(=O)Nc2ccc(C)cc2C)n[nH]c1=O,-0.1%,-4.4%,5.7%,-0.422,-0.22,-0.218,0.637,10.6%,1.0%,-6.7%,-10.8%,-1.3%
O=C1c2ccccc2NC2(CCCC2)N1N=C1CCCC1,-0.1%,-1.4%,-27.5%,0.11,-0.343,0.352,0.871,-0.2%,6.5%,-4.7%,-35.7%[20 µM],6.0%
Cc1cccc(C)c1NC(=O)c1sccc1SCC#N,-0.3%,-0.3%,-15.2%,0.105,-0.231,-0.467,0.32,9.6%,-6.9%,-5.0%,25.6%,2.4%
O=c1c2ccccc2ncn1-c1ccccc1[N+](=O)[O-],-0.2%,-3.4%,-48.0%,.,.,.,.,-17.7%,10.6%,.,3.8%,.
Cc1ccc(OCC(=O)N/N=C\c2c(C)[nH]n(-c3ccccc3)c2=O)c([N+](=O)[O-])c1,-0.2%,3.5%,25.2%,-0.941,-0.209,-0.279,1.08,-9.3%,0.0%,36.1%,-2.4%,-0.6%
CCCc1nnc(NC(=O)c2ccc(N3C(=O)C4C5C=CC(C5)C4C3=O)cc2)s1 (centres undefined),-0.1%,-3.9%,-5.4%,-0.206,-0.222,-0.116,0.00898,22.3%,-0.5%,7.2%,21.3%,-1.5%
CCOc1cc(C(=S)N2CCOCC2)ccc1OC(=O)c1cccc(C)c1,-0.3%,-5.5%,-20.2%,.,.,.,.,1.4%,-11.8%,.,-32.5%[20 µM],.

An excerpt; rates above refer to the full screens.
